HCV core dimer = blocks dimerization of HCV core protein | TR-FRET GST/Flag-core106 dimerization, 1536-well | inhibition, % at 5 µM | AID 1899 | hit rate 0.33% among 300,000;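 active = inhibition above the mean of all tested compounds plus 3 SD, set per screening campaign, cut at about 45% in these data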
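assay system = GST-tagged and Flag-tagged HCV core protein residues 1-106 | controls = unlabelled core106 and no-GST-core106 wells | incubation = compound-protein-antibody incubation 4 h at 22.5 °C | probe or stimulus = Eu donor and XL665 acceptor anti-tag antibodies | read-out = % inhibition based on acceptor/donor emission ratio | signal = TR-FRET 671 and 617 nm emission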
procasp7 counter = counter-screen: procaspase-7 (human) activation | recombinant procaspase-7, Ac-DEVD-pNA absorbance 405 nm; D23A/D198A/D206A triple mutant, cannot self-cleave; scale: DMSO 0, 5 µM enzyme 100 | activation, % at 8.5 µM | hit rate 0.093% among 330,000 | AID 463210;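 active = percent activation above the screen-wide mean plus 3 SD, cut at about 25% in these data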
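buffer or medium = Zinc-free HEPES/NaCl buffer, pH 7.4 | material = Procaspase-7 triple mutant (PC-7 D3A) | input = 2 µM procaspase-7 mutant as dispensed | signal = Epi-absorbance of released pNA at 405 nm, two timepoints | timing = 1 h preincubation, 2 h reaction | replicates = singlicate compound testing | evaluation = % activation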
PAFAH2 inh = PAFAH2 (human) inhibition. recombinant PAFAH2, FP-rhodamine activity probe, fluorescence polarization. inhibition, % at 3.39 µM. hit rate 0.99% among 340,000. Q99487;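 active = inhibition above the mean over all tested compounds plus 3 SD, cut at about 30% in these data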;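 also: inhibitors block probe labeling of enzyme so polarization drops; 0% = enzyme with DMSO and 100% = wells lacking PAFAH2 protein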
TPT1 inh = inhibitors of Candida albicans tRNA 2'-phosphotransferase TPT1 | recombinant caTPT1, FP RNA substrate dephosphorylation | inhibition, % at 5 µM | hit rate 0.81% among 300,000 | AID 1962;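 active = inhibition above the mean of all tested compounds plus 3 SD, set per screening campaign, cut at about 24% in these data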;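 also: plate controls were DMSO alone for no effect and ferristatin control at 100 nM for full effect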
Fh CTSL1 inh = cathepsin L1 inhibition, PFM18AAP counter-screen; recombinant F. hepatica cathepsin L1, Z-Leu-Arg-MCA fluorescence; inhibition, % at 5.96 µM; hit rate 0.49% among 300,000; AID 1906;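 active = inhibition above the mean of all tested compounds plus 3 SD, set per screening campaign, cut at about 17% in these data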;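 also: 0% = plate median of test compound wells and 100% = 1 µM Z-Phe-Ala-diazomethylketone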
AHR act = activators of human aryl hydrocarbon receptor | AHR-responsive luciferase reporter cells, luminescence | activation, % at 5 µM | hit rate 2.5% among 320,000; in the data active = activation above about 47%;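 also: 0% = vehicle wells and 100% = reference agonist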
Target sequence (P35869 whole entry, looked up): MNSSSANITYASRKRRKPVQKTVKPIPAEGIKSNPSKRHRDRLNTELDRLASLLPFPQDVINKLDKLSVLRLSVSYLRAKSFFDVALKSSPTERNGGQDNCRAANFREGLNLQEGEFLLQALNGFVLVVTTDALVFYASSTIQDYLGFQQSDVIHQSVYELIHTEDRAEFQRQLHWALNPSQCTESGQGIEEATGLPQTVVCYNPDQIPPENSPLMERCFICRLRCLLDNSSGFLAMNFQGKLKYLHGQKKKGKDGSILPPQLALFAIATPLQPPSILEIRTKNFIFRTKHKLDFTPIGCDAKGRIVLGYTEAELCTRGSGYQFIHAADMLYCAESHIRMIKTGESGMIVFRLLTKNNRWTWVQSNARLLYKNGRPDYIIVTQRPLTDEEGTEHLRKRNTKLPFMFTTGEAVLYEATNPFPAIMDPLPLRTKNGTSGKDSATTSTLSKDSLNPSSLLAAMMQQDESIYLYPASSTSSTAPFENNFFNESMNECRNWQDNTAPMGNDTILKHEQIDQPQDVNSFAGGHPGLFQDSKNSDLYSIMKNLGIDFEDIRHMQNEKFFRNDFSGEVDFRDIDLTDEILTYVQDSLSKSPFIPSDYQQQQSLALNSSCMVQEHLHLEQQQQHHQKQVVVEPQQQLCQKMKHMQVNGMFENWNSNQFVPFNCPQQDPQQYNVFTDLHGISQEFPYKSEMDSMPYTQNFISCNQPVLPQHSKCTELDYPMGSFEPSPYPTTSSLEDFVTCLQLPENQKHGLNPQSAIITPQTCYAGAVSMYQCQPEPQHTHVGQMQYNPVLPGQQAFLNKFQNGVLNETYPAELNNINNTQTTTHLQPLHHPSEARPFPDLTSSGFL
PP5 inh = blocks human protein phosphatase 5 activity | P53041 | purified PP5c, OMFP substrate fluorescence | inhibition, % at 6.7 µM | hit rate 0.18% among 320,000 | AID 1987;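 active = inhibition above the campaign's mean inhibition across all tested compounds plus 3 SD, cut at about 9.5% in these data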;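 also: 0% = DMSO only and 100% = 100 µM cantharidin control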
PP1 counter = counter-screen for PP5 inhibitors: inhibitors of human PP1-alpha | P62136 | purified PP1alpha, OMFP fluorescence | inhibition, % at 6.7 µM | hit rate 0.9% among 320,000 | AID 2235;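 active = inhibition above the mean inhibition of all tested compounds plus 3 SD, computed separately for each screening campaign, cut at about 15% in these data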
proCasp3 act = activators of human procaspase-3; P42574; recombinant procaspase-3 D3A, Ac-DEVD-pNA absorbance 405 nm; activation, % at 8.5 µM; hit rate 0.11% among 330,000;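 active = activation above the mean of all tested compounds plus 3 SD, cut at about 21% in these data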;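 also: 0% = DMSO alone and 100% = DMSO wells spiked with extra 5 µM PC-3 D3A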
Target sequence (P42574 whole entry D9A/D28A/D175A): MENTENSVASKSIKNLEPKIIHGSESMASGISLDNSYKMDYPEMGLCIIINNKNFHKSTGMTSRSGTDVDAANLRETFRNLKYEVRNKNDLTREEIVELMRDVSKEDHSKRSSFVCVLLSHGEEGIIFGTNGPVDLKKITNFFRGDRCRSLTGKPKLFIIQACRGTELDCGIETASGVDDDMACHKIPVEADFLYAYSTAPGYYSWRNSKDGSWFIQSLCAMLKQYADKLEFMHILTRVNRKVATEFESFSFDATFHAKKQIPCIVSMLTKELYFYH
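Assay system – Procaspase-3 D3A mutant, all three cleavage aspartates alanine · Controls – DMSO-only low control, 5 µM PC-3 D3A high control · Schedule – 1 h compound preincubation, 2 h substrate hydrolysis at 25 °C · Signal – 405 nm absorbance of p-nitroaniline, reads at 0 and 120 min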
The depositor's hits bear a star; . = not tested or not shown.

SMILES | HCV core dimer | procasp7 counter | PAFAH2 inh | TPT1 inh | Fh CTSL1 inh | AHR act | PP5 inh | PP1 counter | proCasp3 act
COc1ccc(S(=O)(=O)N2CCN(C(=O)C3CCC3)CC2)cc1 | 0 | 5 | 4 | -3 | 2 | 0 | 1.4 | -3 | -7
Cc1cc(/C=C2/C(=N)N3C(=NC2=O)SN=C3S(C)(=O)=O)c(C)n1-c1ccccc1 | 19 | -14 | -9 | 5 | 3 | 19 | -1.4 | -2 | -5
COc1ccc(NCc2nnc(SCC(=O)Nc3ccccc3)n2C)cc1 | 2 | -10 | -1 | -2 | -5 | 1 | -2.2 | -2 | -3
CCn1cc(CN2CCN(Cc3ccc(C)o3)C(CCO)C2)c2ccccc21 (stereo not drawn) | -2 | -5 | 2 | -2 | 6 | 9 | -1.2 | -2 | 6
Cc1ccccc1-n1nc(C)c2c(C(=O)NN)cc(-c3ccncc3)nc21 | -1 | 5 | 0 | 3 | 1 | 7 | 0.7 | 0 | -6
COC(=O)c1cc(=O)n(Cc2cccs2)c(=Nc2ccccc2)s1 | 3 | 9 | -4 | -2 | -1 | 0 | -0.6 | 8 | 5
COc1ccc(N2CCN(Cc3nnc(-c4ccccc4)o3)CC2)cc1 | -3 | 8 | -5 | 0 | 0 | -2 | 1.2 | 1 | 2
CCn1c(=O)oc2cc(NC(=O)CCl)ccc21 | -1 | 10 | 1 | 1 | 7 | -1 | -0.3 | 0 | 2
O=C(CSc1nncn1-c1ccccc1)N1CCCC1 | 0 | -1 | 5 | -2 | 1 | 4 | 0.7 | 1 | -2
CCOC(=O)c1cc(-c2ccccc2)nn1Cc1cc(CC)no1 | -4 | -4 | -5 | -3 | 1 | -2 | 2.8 | 3 | -5
c1ccc(-n2nc3c(ccc4cnnc43)[nH]2)cc1 | -1 | -4 | 7 | -3 | -1 | 131* | 3.6 | -3 | -11
NC(=O)C1CCN(C(=O)c2ccc(NS(=O)(=O)c3ccc(F)cc3)cc2)CC1 | . | -6 | 13 | . | . | -1 | 0.2 | -3 | -9
CC(C)N(C)S(=O)(=O)c1ccc(Cl)c(C(=O)O)c1 | -1 | 5 | 8 | -2 | 1 | -1 | 0.0 | -4 | 2
O=C(CCN1C(=O)c2ccc(Br)cc2C1=O)NC1CCCCC1 | 5 | 11 | 4 | 2 | -1 | -6 | 0.8 | 0 | 9
Cc1cccc(NC(=O)c2cc3ccccc3nc2C)c1 | -1 | 8 | -1 | 14 | 0 | 10 | -0.3 | -2 | 6
COc1ccc(CNC(=O)C2CC(=O)N(C3CCCC3)C2)cc1 (stereo not drawn) | -5 | 7 | 3 | -3 | -2 | 1 | 1.3 | 2 | -3
Cc1cc(=O)[nH]c(SCC(=O)Nc2ccc(N3CCCCC3)cc2)n1 | . | -7 | 6 | . | . | 4 | . | . | 5
COc1ccc(NC(=O)c2cc(C)nc3ccccc23)cc1S(=O)(=O)Nc1ccccc1Cl | 5 | 2 | -3 | 0 | 2 | -3 | 2.4 | 1 | 7
CCCCN(CC)CCNC(=O)c1cn(C)c(=O)c2c1c1ccccc1n2C | 2 | 6 | 3 | 2 | -1 | 3 | 3.5 | -3 | 1
C#CCNC(=O)C1=C[C@H](c2ccc3c(c2)OCO3)C[C@H](OCc2ccc(CO)cc2)O1 | -3 | -2 | -7 | 2 | -1 | 2 | 2.2 | -2 | 7
Cc1cc(Cl)nc2c(C(C)C)cccc12 | -2 | -13 | 2 | 4 | -3 | -1 | 2.5 | -4 | 10
Cc1ccc2c(n1)sc1c(N)ncnc12 | 3 | -31 | 2 | 0 | 2 | 18 | 0.3 | -2 | -36
COc1ccc(CC2(CO)CCN(Cc3c(C)nn(C(C)C)c3C)CC2)cc1 | -1 | 6 | 5 | -3 | -2 | -1 | 0.5 | -4 | 8
CCc1ccc(OCCCC(=O)NCc2ccccc2)cc1 | 3 | -6 | -1 | -2 | 0 | 10 | -0.6 | 0 | -12
CCOc1cnn(Cc2ccccc2)c(=O)c1SCc1ccccc1 | -35 | 2 | 3 | 0 | 2 | -1 | -3.7 | -1 | 7
Cc1ccc(CC(=O)N(Cc2ccccc2)c2ccccn2)cc1 | 0 | 5 | -2 | 2 | -3 | 2 | -0.5 | -4 | 0
Cc1cc(C)nc(NC2=NCCN2C(=O)NC2CCCCC2)n1 | 3 | -5 | 5 | -5 | 3 | 8 | 1.5 | -4 | 0
Cc1ccc(S(=O)(=O)N2CCN(C(=O)CN3C(=O)c4ccccc4C3=O)CC2)c(C)c1 | . | -2 | -3 | . | . | -1 | 0.0 | -2 | -3
Cc1cc(C)n2c(SCC#N)nnc2n1 | -2 | 0 | -6 | -3 | 0 | -1 | -1.9 | -3 | -2
COC(=O)C1=C(C(=O)OC)[C@@H]2N(Cc3ccccc3)c3ccccc3[C@@]23C[C@@H](C(=O)OC)N(C(=O)NC2CCCCC2)C3=N1 | 8 | -6 | 5 | -4 | 2 | -2 | 0.7 | 0 | 3
O=C(Nc1cc(C(F)(F)F)ccc1N1CCOCC1)C1=COCCO1 | -3 | 7 | -5 | 2 | 6 | 4 | 0.7 | -1 | 11
O=C(NC1CC1)C1=C[C@@H](c2ccc3c(c2)OCO3)C[C@@H](OCc2ccc(CO)cc2)O1 | 5 | 3 | 1 | -1 | -1 | 7 | 2.8 | 1 | -2
NS(=O)(=O)c1ccc(NC(=O)COc2ccc(Cl)cc2)cc1 | -9 | 5 | -14 | 0 | -1 | 0 | -0.6 | -2 | 0
CC(OC(=O)C1CC1)C(=O)Nc1ncc(Cl)cc1Cl (stereo not drawn) | . | 6 | -8 | . | . | -1 | 1.2 | -3 | -3
CC(/C=C/c1ccc(N(C)C)cc1)=N/N=C1/NC(=O)CC(C(=O)Nc2ccc(Cl)cc2)S1 (stereo not drawn) | 12 | -15 | -1 | 19 | 0 | 9 | 2.8 | 1 | -3
CC1=NN(C(=O)c2ccccc2Cl)C(O)(c2cccnc2)C1 (stereo not drawn) | -3 | 17 | -1 | -1 | 4 | 1 | 0.3 | 2 | -1
CC1CCCC/C1=N\Nc1ccc(S(N)(=O)=O)cc1[N+](=O)[O-] (stereo not drawn) | 0 | 2 | 0 | 1 | 7 | 0 | 2.4 | 1 | -1
COc1cccc2cc(C(=O)N(Cc3ccccc3)CC3CCCO3)c(=O)oc12 (stereo not drawn) | -4 | 4 | -3 | -1 | 0 | -2 | -0.2 | 0 | 8
Cc1ccc(N2C(=O)CC(Cn3nc(C)cc3C)C2=O)cc1 (stereo not drawn) | -3 | 1 | 7 | -6 | 0 | 1 | 2.5 | -3 | -2
O=C(N/N=C/C1CCCCC1)c1ccccc1-n1cccc1 | 0 | 1 | 0 | 1 | 3 | 33 | 0.1 | -1 | 10
Cc1c(C(=O)NCCC2=CCCCC2)cccc1[N+](=O)[O-] | -6 | 5 | -10 | 3 | -2 | 9 | 2.5 | -3 | 3
Cc1ccc(-n2cnc(N)c2C(=O)c2cccc([N+](=O)[O-])c2)cc1 | 4 | 5 | 1 | 0 | 0 | -1 | 0.5 | -3 | -12
CCC(=O)N(Cc1ccco1)c1nc(-c2ccccc2)cs1 | -5 | 2 | -3 | -4 | 0 | 20 | 3.3 | 2 | 3
Clc1ccc(SCCCN2CCCCC2)cc1 | -2 | 7 | 5 | 0 | 0 | 0 | -0.8 | -1 | 4
Cn1nc(C(F)(F)F)c2cc(C(=O)Nc3ccc(F)cc3)sc21 | -3 | 0 | -3 | -3 | -2 | 0 | 3.3 | 2 | 2
COC(=O)C1=C(C(=O)OC)[C@@H]2N(C)c3ccc(OC)cc3[C@@]23C[C@@H](C(=O)OC)N=C3N1 | -4 | -3 | -1 | -1 | 2 | 1 | 0.2 | -3 | -4
COc1ccccc1NC1=NC2(CCCC2)N=C(N)N1 | -1 | 9 | 6 | 0 | -5 | 18 | -1.7 | -5 | -1
COCCNC(=O)c1ccc(NC(C)=O)cc1 | 6 | 1 | -1 | -2 | -1 | 1 | 3.8 | 5 | -6

3 neighbouring records from above, quoted:
SMILES | HCV core dimer | procasp7 counter | PAFAH2 inh | TPT1 inh | Fh CTSL1 inh | AHR act | PP5 inh | PP1 counter | proCasp3 act
CC1CCCC/C1=N\Nc1ccc(S(N)(=O)=O)cc1[N+](=O)[O-] (stereo not drawn) | 0 | 2 | 0 | 1 | 7 | 0 | 2.4 | 1 | -1
COc1cccc2cc(C(=O)N(Cc3ccccc3)CC3CCCO3)c(=O)oc12 (stereo not drawn) | -4 | 4 | -3 | -1 | 0 | -2 | -0.2 | 0 | 8
Cc1ccc(N2C(=O)CC(Cn3nc(C)cc3C)C2=O)cc1 (stereo not drawn) | -3 | 1 | 7 | -6 | 0 | 1 | 2.5 | -3 | -2

(cont.)
SMILES | HCV core dimer | procasp7 counter | PAFAH2 inh | TPT1 inh | Fh CTSL1 inh | AHR act | PP5 inh | PP1 counter | proCasp3 act
Nc1ccc(S(=O)(=O)NNC(=O)C(=O)NNc2ccccn2)cc1 | 7 | 6 | 0 | -2 | 1 | -1 | 1.0 | 0 | 3
O=C(Nc1ccc(C(=O)N2CCCCC2)cc1)c1ccccc1Cl | 1 | 2 | -1 | 0 | 1 | -2 | 1.4 | 0 | -3
Cc1nn(CC(=O)NNC(=S)NCC2CCCO2)c(C)c1Br (stereo not drawn) | -1 | -4 | -1 | -5 | -1 | -3 | -0.6 | -5 | -3
Cc1ccc(C)c(NC(=O)CN(C)C(=O)c2cc3c(s2)CCCCC3)c1 | 0 | 7 | 10 | -2 | 0 | 1 | 3.6 | -2 | -3
O=C(Nc1cnn(Cc2ccc(Cl)cc2)c1)c1cnccn1 | 1 | 0 | 0 | 6 | 0 | 5 | 2.1 | 1 | 5
CC(=O)c1ccc(NC(=O)COC(=O)C2CC3C=CC2C3)cc1 (stereo not drawn) | . | 7 | 20 | . | . | -1 | . | . | -2
CCCC(=O)Nc1ccc(NC(=O)c2ccccn2)cn1 | -1 | 2 | 1 | 2 | 1 | 7 | -3.0 | -3 | 8
N#Cc1sc2nc(-c3cccs3)cc(-c3ccccc3)c2c1N | -34 | 2 | 0 | -1 | -1 | 5 | 0.9 | -2 | -2
Cc1cc(C)cc(NC(=O)c2ccccc2NC(=O)CCC(=O)O)c1 | -5 | -2 | 0 | -4 | 3 | -1 | -3.6 | 0 | -2
O=C(NCCCO)C(=O)NCCc1ccc(Cl)cc1 | 0 | 2 | 1 | 0 | -2 | -2 | 0.8 | -1 | 1
Cc1cc(C)c(S(=O)(=O)N2CCCC2)c(C)c1 | -2 | 1 | -6 | 0 | -11 | 0 | 3.6 | -1 | -5
Cn1c(SCC(=O)NCc2ccccc2)nnc1-c1ccc(NC(=O)CCc2ccccc2)cc1 | -1 | -7 | 3 | -2 | 4 | -1 | 0.4 | 1 | -8
COc1cc2c(C(=O)N3CCOCC3)c(CSc3ccccc3)n(C)c2cc1Br | 9 | 2 | 8 | -1 | 0 | -2 | 3.3 | 0 | 4
CC1=C(C(=O)N2CCCC(N3CCN(c4ccccc4F)CC3)C2)OCCO1 (stereo not drawn) | 0 | 9 | -3 | 1 | -5 | 2 | 1.3 | -1 | 3
CCN1C(=O)Cc2cc(S(=O)(=O)N3CCOCC3)ccc21 | -6 | -16 | -2 | 0 | 2 | 4 | 1.4 | 0 | -4

Screening results (PubChem)
